# Source: PubChem (The Scripps Research Institute Molecular Screening Center)
# SRC3 TRFRET art: TR-FRET artefact, counter-screen to PPARgamma/SRC-3 agonist assay; TR-FRET ratio at 8 µM; AID 1048; 0.39% of 99,000 active; PPARgamma/SRC-3 format; stronger effect = higher value; in the data active means TR-FRET ratio above about 2000; further: inactives centre near 1600; reference of the scale not given here
# SRC1 TRFRET art: flags TR-FRET format artefacts in PPARgamma SRC-1 recruitment agonist screen; TR-FRET detection artefact counter-screen, emission ratio; stronger effect = higher value; TR-FRET ratio at 8 µM; 0.34% of 99,000 active; AID 1051; in the data active means TR-FRET ratio above about 2300; further: inactives centre near 1800; reference of the scale not given here
# Starred values were filed as active, the others as inactive; & = joins results of further samples. Some of the compounds tested; rates above refer to the full screens.
SMILES,SRC3 TRFRET art,SRC1 TRFRET art
COc1ccccc1NS(=O)(=O)c1cccc(NC(=O)Nc2cccc(Cl)c2)c1,1598,1731
CCN(CC)CCCNC(=O)c1ccc2c(Cl)c3c(nc2c1)CCCC3,1720,1893
CC1=[N+](C)c2ccc3ccccc3c2C1(C)C,1745,1994
COc1ccccc1-c1nnn(C/C(N)=N/O)n1,1488,1703
CCCCNS(=O)(=O)c1cccc(S(=O)(=O)N2CCCC2)c1,1639,1905
O=C(NN=C1CCN(Cc2ccccc2)CC1)C(O)c1ccccc1 (centres undefined),1597,1835
COc1ccc(S(=O)(=O)N2CCCCC2)cc1NS(=O)(=O)c1ccccc1F,1545,1806
CC(=O)N=c1sc2nc3ccccc3nc2n1N(C(C)=O)C(C)=O,1815,2476*
CCC1(C)Cc2c(C#N)c(N)n(-c3ccccc3)c(=S)c2CO1 (centres undefined),1523,1831
CCCNC(=O)OC[C@H]1O[C@H](CCO/N=C/C[C@@H]2C=C[C@H](OC(C)=O)[C@@H](COC(C)=O)O2)C=C[C@@H]1Oc1ccc(OC)cc1,1485,1702
COC(=O)C(Cc1ccccc1)NC(=O)c1cccc(S(=O)(=O)N(C)C)c1 (centres undefined),1317,1808
COc1ccccc1N1CCN(C(=O)c2ccc3[nH]c4c(c3c2)CCCC4)CC1,1714,1849
CC(=O)Oc1ccc(-c2ccc(C(=O)Nc3cccc(S(=O)(=O)N4CCOCC4)c3)cc2)cc1,1983,2100
CCOC(=O)CSc1nnc(-c2ccc([N+](=O)[O-])cc2)o1,1595,1866
O=C(NC(Cc1ccccc1)C(=O)O)/C(=C/c1ccco1)NC(=O)c1cccc([N+](=O)[O-])c1 (centres undefined),1531,1750
c1ccc(COC2CCCN(Cc3nc(-c4cccs4)no3)C2)nc1 (centres undefined),1513,1468
CC(C)(C)NC(=O)c1cccc(NC(=O)Cc2ccc(Br)cc2)c1,1517,1870
COc1ccc(OCc2nnc(SCC(=O)c3ccccc3)o2)cc1,1630,1815
Cc1nn(C)c(C)c1/C=C(\C#N)C(N)=O,1562,1715
N=c1c2cn[nH]c2nc(SCC(=O)c2ccc(Br)cc2)n1-c1ccc(Br)cc1,1736,2117
Cc1ccc(S(=O)(=O)CNC(=S)c2cccc(Cl)c2)cc1,1568,1540
CC(=O)c1ccc(N2CCN(C(=O)/C=C/c3ccc(S(=O)(=O)NCc4ccco4)cc3)CC2)cc1,1454,1870
Cc1ccc(/C=C/C(=O)OCC(=O)NC(C)C)o1,1331,1748
O=C(CSc1nc2ccccc2c(=O)n1-c1ccc(F)cc1)Nc1ccc2c(c1)CCC2,1671,2101
Cc1cc(N)c2ccccc2n1,1629,1588
Cc1ccc(C(=O)N/N=C2\CC3CC=CC23)c(C)c1 (centres undefined),1490,1799
CCCOC(=O)c1cccc(NC(=O)COc2ccc([N+](=O)[O-])cc2)c1,1551,1752
O=C(CNC(=O)c1cc(=O)[nH]c2ccccc12)Nc1ccc(F)c(F)c1,1461,1807
Cc1ccc(/C=[N+](\[O-])c2ccc(N(C)C)cc2)c2nsnc12,1884,2222
Cn1c(NC(=O)C(C)(C)Oc2ccc(Cl)cc2)cc(=O)n(C)c1=O,1651,1682
COc1cccc(NC(=S)N2CCN(C(c3ccccc3)c3ccccc3)CC2)c1,1421,1831
CCN(CC)S(=O)(=O)c1ccc(NC(=O)c2cc(=O)[nH]c3ccccc23)cc1,1583,1659
COc1ccc(NC(=O)c2ccc3ccccc3n2)cc1S(=O)(=O)N1CCCCC1,1582,2211
O=C(NC1CCCC1)c1n[nH]c2ccccc12,1648,1783
O=C(O)c1cc2c(cc1Cl)N1CCCCCC1=NS2(=O)=O,1636,2001
C=CCn1c(=O)c2ccc(C(=O)NCc3ccccc3)cc2n(Cc2ccc(C)cc2)c1=O,1461,1695
Cc1ccc(NC(=O)c2ccc(S(=O)(=O)NCC3CCCO3)cc2)cc1C (centres undefined),1420,1642
Cn1cc(/C=C/C(=O)N2CCCC(C(=O)c3cccc(C(F)(F)F)c3)C2)cn1 (centres undefined),1793,1905
CCNS(=O)(=O)c1cc(OC)c(Cl)cc1OC,1795,2074
O=C(Nc1ccc2c(c1)OCO2)C1CCCN1C(=O)OCc1ccccc1 (centres undefined),1468,1814
CN(Cc1cccs1)C(=O)CSc1nc2ccccc2[nH]1,1432,1818
COc1ccc(CN2CCN(CCCCOc3ccc(Cl)cc3)CC2)c(OC)c1OC,1807,1969
Nc1c(C(=O)O)cnc2c(-c3ccc(Cl)cc3)cnn12,1510,1663
COc1ccccc1CNCC(=O)NCc1ccc(C)cc1,1288,1732
COc1cccc(-c2nnn(CC(=O)Nc3ccc(C)cc3C)n2)c1OC,1585,1806
CCCn1cnc2scc(-c3ccc(C)cc3)c2c1=O,1483,1859
O=C(CCSc1ccccc1)N1CCN(c2ccccc2)CC1,1555,1838
Cc1cc(C2=NNC(=Nc3ccccc3)SC2)c(C)n1C,1719,1867
CC(=O)N(c1ccc(Cl)cc1)c1cn(C(C)=O)c2ccccc12,1647,1683
Cc1c(C(=O)NNS(=O)(=O)c2ccccc2Cl)sc(=S)n1C,1569,1910

# Continuation:
SMILES,SRC3 TRFRET art,SRC1 TRFRET art
Cc1cc2c(Nc3ccccc3)ncnc2s1,1374,1685
Cc1ccc(S(=O)(=O)CCC(=O)Nc2cccc(C)c2)cc1,1548,1659
Cc1cccc(N2CCN(C(=O)/C=C/c3cccs3)CC2)c1C,1635,1764
Cn1cc(CN2CCN(c3ncccn3)CC2)c(-c2cccc(Cl)c2)n1,1398,1815
c1ccc2[nH]c(NN=C3CCCCCC3)nc2c1,1672,2100
CCC(C)NC(=O)CSc1nnc(-c2c[nH]c3ccccc23)o1 (centres undefined),1752,1880
CC12CCC(C(=O)NNc3ccccc3)(OC1=O)C2(C)C (centres undefined),1460,1630
Cc1cc(NC(=O)CCCN2C(=O)c3cccnc3C2=O)ccc1Br,1678,1730
COC(=O)c1ccc(NC(=S)NC2c3ccccc3CC2O)cc1 (centres undefined),1567,1971
CCN(CC)CCN(Cc1cc2cc3c(cc2[nH]c1=O)OCCO3)C(=S)NCC1CCCO1 (centres undefined),1495,1818
OCCC1CN(C2CCSCC2)CCN1C1CCCC1 (centres undefined),1759,1768
CC(C)c1ccc(NC(=O)COC(=O)CSc2nnc(N)s2)cc1,1582,2010
CCOC(=O)CN(C(=O)COc1ccc2c(C)cc(=O)oc2c1)c1ccc(OCC)cc1,1395,1765
O=[N+]([O-])c1ccc2c(c1)OCCOCCOCCOCCOCCOCCO2,1563,1935
O=C(CN1C(=O)C2C3CCC(C3)C2C1=O)Oc1ccc2ccccc2c1 (centres undefined),1724,1592
CCOC(=O)C1NN=C(C(=O)c2ccccc2)C1c1ccc(Cl)cc1 (centres undefined),1658,1978
Clc1nssc1=Nc1ccccc1,1627,1880
O=C(O)c1cc(N/N=C/c2ccc(OCc3ccccc3)cc2)ccc1Cl,1665,1999
CCOP(=O)(OCC)C(NC(=O)c1cccs1)C(F)(F)F (centres undefined),1619,1854
COCc1cc(C)nc(OCC(=O)N/N=C/c2ccc(O)cc2O)c1C#N,1735,1693
COC(=O)COc1ccc(S(=O)(=O)N2CCN(c3ccccc3)CC2)cc1,1542,1744
CN(C)c1cccc(C(=O)NNC(=S)NC2CC3CCC2C3)c1 (centres undefined),1440,1840
COC(=O)Nc1ccc2c(c1)N(C(=O)CCN1CCN3CCCC3C1)c1ccccc1CC2 (centres undefined),1621&1668,1699&1957
Cn1c(CNc2ccc(F)cc2)nnc1SCC(=O)NNC(=O)Cc1ccccc1,1493,1789
O=C(NCc1ccccn1)C(=O)NN=C1CCCCCCC1,1660,1946
CN1C(=O)[C@@H]2[C@@H]3C[C@@H]([C@H]4ON=C(c5ccc(Cl)cc5Cl)[C@@H]34)[C@@H]2C1=O,1663,1653
COc1cc2[nH]c(=O)n(CCC(=O)NCCCN3CCN(c4ccccc4F)CC3)c(=O)c2cc1OC,1619,1709
Cc1ccc(C(=O)N/N=C/c2ccc(-c3ccccc3[N+](=O)[O-])o2)cn1,1515,1717
O=C(/C=C/c1ccccc1)NC(NC(=S)Nc1ccc(C(=O)O)cc1)C(Cl)(Cl)Cl (centres undefined),1681,1955
O=C(COc1ccc(Cl)cc1Cl)NN=C1CCCCC1,1532,1693
O=C(NNc1nc2cc3c(cc2s1)OCCO3)c1ccccc1,1573,2103
CCOC(=O)C1CCN(CC(O)COc2ccc(C(C)(C)CC)cc2)CC1 (centres undefined),1275,1536
COc1ccc(C2c3c(ncn(Cc4ccco4)c3=N)Oc3ccc4ccccc4c32)cc1 (centres undefined),1564,1838
COc1ccc(CNC(=O)C/C(C)=N/NC(=O)C23CC4CC(CC(C4)C2)C3)cc1,1626,1800
Cc1ccc(COC(=O)c2nn(C)c(=O)c3ccccc23)cc1,1717,1769
COc1cc(C)c(S(=O)(=O)N2CCCC2)cc1C(C)C,1467,1848
O=C(CN1CCOCC1)Nc1ccccc1Sc1ccccc1,1250,1504
Cc1ccc(C(=O)NC(=S)/C=C2\N(C)c3ccccc3C2(C)C)cc1,1732,1608
COc1cc(/C=C(\C#N)C(=O)Nc2cccnc2)ccc1OC(C)C,1579,1649
Cc1ccc2nsnc2c1NC(=O)Cc1ccc(Cl)cc1,1431,1847
O=C(CNC(=O)Cc1ccccc1)NCC(=O)OCC(=O)c1ccc(Cl)cc1,1549,1520
CC1CCC2=NN(C(=O)c3ccco3)C(O)(C(F)(F)F)C2C1 (centres undefined),1517,1567
O=C(c1ccc(S(=O)(=O)c2cccc(Cl)c2)c([N+](=O)[O-])c1)N1CCN(Cc2ccccc2)CC1,1470,1546
C/C=C(\C)CN1CCCC(CO)(Cc2ccccc2)C1 (centres undefined),1673,1856
Cc1cc(N2CCCC2=O)ccc1S(=O)(=O)N1CCOCC1,1627,1710
Cc1ccc(NC(=O)C(=O)c2cn(CC(=O)N3CCCCC3)c3ccccc23)cc1,1700,1802
CCOC(=O)c1c(-c2ccccc2)oc2ccc(O)c(CN3CCN(C)CC3)c12,1655,2064
O=C(NCCOCc1ccccc1)C(c1ccccc1)c1ccccc1,1607,1970
COc1ccc(C(=O)Nc2ccc3[nH]c(-c4cccc(OC)c4)cc(=O)c3c2)cc1,1494,1706
O=C(CSc1ccc(-c2ccco2)nn1)N1CCCCCC1,1568,2001

# Structural class, those above with a COOH group (five)
SMILES,SRC3 TRFRET art,SRC1 TRFRET art
O=C(NC(Cc1ccccc1)C(=O)O)/C(=C/c1ccco1)NC(=O)c1cccc([N+](=O)[O-])c1 (centres undefined),1531,1750
O=C(O)c1cc2c(cc1Cl)N1CCCCCC1=NS2(=O)=O,1636,2001
Nc1c(C(=O)O)cnc2c(-c3ccc(Cl)cc3)cnn12,1510,1663
O=C(O)c1cc(N/N=C/c2ccc(OCc3ccccc3)cc2)ccc1Cl,1665,1999
O=C(/C=C/c1ccccc1)NC(NC(=S)Nc1ccc(C(=O)O)cc1)C(Cl)(Cl)Cl (centres undefined),1681,1955

# Next structures.
SMILES,SRC3 TRFRET art,SRC1 TRFRET art
O=C(O[C@@H]1OC2COC(=O)c3cc(O)c(O)c(O)c3-c3c(cc(O)c(O)c3O)C(=O)O[C@@H]([C@H]1O)[C@@H]2O)c1cc(O)c(O)c(O)c1,1701,1985
CCc1ccc(-c2cn(C3CCCCC3)c(=S)[nH]2)cc1,1694,1967
COc1ccc(CCNC(=O)COC(=O)COc2ccc(C#N)cc2)cc1,1623,1639
COc1cc(CNCCCO)ccc1OCC(=O)NC(C)(C)C,1514,1710
C/C(Cn1nnc2ccccc21)=N\OC(=O)c1cc(F)c(F)cc1Cl,1437,1379
CCOC(=O)C1(Cc2ccccc2Cl)CCN(S(=O)(=O)N(C)C)CC1,1469,1505
CCOc1ccc(N2C(=O)CC(N(CCc3ccc(OC)c(OC)c3)C(=S)Nc3ccccc3)C2=O)cc1 (centres undefined),1514,1764
Cc1nc(N2CCOCC2)nc(N2CCCC2)c1[N+](=O)[O-],1561,1804
CCN(CC)S(=O)(=O)c1cccc(NC(=O)c2ccc(C#N)cc2)c1,1524,1916
Cc1cc(-c2nnc(CCC(=O)N3CCN(Cc4cccnc4)CC3)o2)c(C)o1,1735,1855
O=C(CSc1nc2c(c(=O)[nH]1)CN(Cc1ccc(F)cc1)CC2)Nc1ccc(F)cc1,1477,1892
O=C(CSc1nc(O)cc(=O)[nH]1)N1c2ccccc2Sc2ccccc21,1573,1750
O=C(O)CP(=O)(O)O,1677,1725
COC(=O)c1c(N2C(=O)[C@H]3[C@@H](C2=O)[C@]2(C(=O)Nc4c(C)cccc42)N2CCC[C@@H]32)sc(C)c1C,1584,1872
S=C(NCCc1ccccc1)N1CCN(Cc2ccccc2)CC1,1575,1648
CC(=O)Nc1ccc2sccc2c1,1578,1345
N#CC1(C#N)C(c2ccccc2)OC23CCCCC2C1(C#N)C(=N)O3 (centres undefined),1384,1654
Cc1sc2nc(SCC(=O)NCc3ccco3)[nH]c(=O)c2c1C,1589,1725
COc1ccc(C(=O)CSc2nc(C)cc(=O)[nH]2)cc1,1337,1747
Cc1ccc(C(=O)CSc2nc3c([nH]2)c(=O)n(C)c(=O)n3C)cc1,1559,1705

# Shown as labelled records: entries from further up.
> Cc1nc(N2CCOCC2)nc(N2CCCC2)c1[N+](=O)[O-]
  SRC3 TRFRET art: 1561; SRC1 TRFRET art: 1804

> CCN(CC)S(=O)(=O)c1cccc(NC(=O)c2ccc(C#N)cc2)c1
  SRC3 TRFRET art: 1524; SRC1 TRFRET art: 1916

# (list continues)
SMILES,SRC3 TRFRET art,SRC1 TRFRET art
CC(=O)c1cccc(NC(=O)COC(=O)[C@@H](NC(=O)OCc2ccccc2)C(C)C)c1,1770,1944
O=C(c1cc(=O)c2ccccc2o1)N1CCN(c2ccccc2)CC1,1546,1468
COc1ccc(CN(CC(=O)NC2CCCC2)C(=O)c2ccc(-c3ccccc3)[nH]2)cc1,1522,1585
CN(C)C(=O)c1c([N+](=O)[O-])ncn1C,1593,2025

# Two records picked at random from the list so far:
SMILES,SRC3 TRFRET art,SRC1 TRFRET art
O=C(c1cc(=O)c2ccccc2o1)N1CCN(c2ccccc2)CC1,1546,1468
COc1ccc(CN(CC(=O)NC2CCCC2)C(=O)c2ccc(-c3ccccc3)[nH]2)cc1,1522,1585
